AHR act = activates the human aryl hydrocarbon receptor; AID 2796; activation, % at 5 µM; P35869; actives 2.5% (n = 320,000); AHR-responsive luciferase reporter cells, luminescence; in the data active means activation above about 47%;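 further: 0% = vehicle wells and 100% = reference agonist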
LAP4-GFP MLPCN = alters LAP4-GFP fluorescence in TOR pathway yeast screen | GFP response vs DMSO, % at 10 µM | S. cerevisiae LAP4-GFP multiplex, flow cytometry GFP, 3 h; median GFP as percent of DMSO wells | actives 0.34% (n = 320,000) | AID 2023;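 active means GFP response vs DMSO above a set limit, about the screen mean plus 3 SD, cut at about 150% in these data; inconclusive means under 70 cell events counted for the yeast strain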
CIT2 TOR yeast = yeast TOR pathway CIT2-GFP modulation. S. cerevisiae CIT2-GFP strain, flow cytometry, 3 h; 100 means same as DMSO wells. GFP response vs DMSO, % at 10 µM. actives 0.065% (n = 320,000);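 active means GFP response relative to DMSO above a set limit, near the screen mean plus 3 SD, cut at about 150% in these data; inconclusive means Fewer than 70 cells measured for a yeast strain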;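 further: ratio of well median GFP fluorescence to mean of DMSO wells on the plate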
proCasp7 act = counter-screen for procaspase-3 activators: activators of human procaspase-7; actives 0.093% (n = 330,000); activation, % at 8.5 µM; recombinant procaspase-7, Ac-DEVD-pNA absorbance 405 nm; D23A/D198A/D206A triple mutant, cannot self-cleave; scale: DMSO 0, 5 µM enzyme 100;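 active means percent activation above the screen-wide mean plus 3 SD, cut at about 25% in these data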
Target sequence (P55210 whole entry D23A/D198A/D206A): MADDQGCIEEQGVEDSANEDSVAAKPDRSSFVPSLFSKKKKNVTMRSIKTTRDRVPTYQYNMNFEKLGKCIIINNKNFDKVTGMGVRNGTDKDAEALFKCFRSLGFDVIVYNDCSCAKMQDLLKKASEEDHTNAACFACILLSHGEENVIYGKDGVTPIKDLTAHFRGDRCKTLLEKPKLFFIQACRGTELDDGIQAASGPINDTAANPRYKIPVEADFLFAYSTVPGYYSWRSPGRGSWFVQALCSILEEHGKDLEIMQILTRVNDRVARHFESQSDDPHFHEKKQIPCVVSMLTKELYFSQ
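Assay system: Uncleavable procaspase-7 mutant enzyme | Input: 2 µM procaspase-7 mutant as dispensed | Timing: 1 h compound preincubation, 2 h substrate cleavage, 25 °C | Repeats: One well per compound | Control set: DMSO wells as 0%, DMSO with 5 µM added PC-7 as 100% | Technique: Epi-absorbance of released pNA at 405 nm, two timepoints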
proCasp3 act = procaspase-3 (human) activation. activation, % at 8.5 µM. AID 463141. actives 0.11% (n = 330,000). recombinant procaspase-3 D3A, Ac-DEVD-pNA absorbance 405 nm. P42574;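 active means activation above the mean of all tested compounds plus 3 SD, cut at about 21% in these data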;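 further: 0% = DMSO alone and 100% = DMSO wells spiked with extra 5 µM PC-3 D3A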
Target sequence (P42574 whole entry D9A/D28A/D175A): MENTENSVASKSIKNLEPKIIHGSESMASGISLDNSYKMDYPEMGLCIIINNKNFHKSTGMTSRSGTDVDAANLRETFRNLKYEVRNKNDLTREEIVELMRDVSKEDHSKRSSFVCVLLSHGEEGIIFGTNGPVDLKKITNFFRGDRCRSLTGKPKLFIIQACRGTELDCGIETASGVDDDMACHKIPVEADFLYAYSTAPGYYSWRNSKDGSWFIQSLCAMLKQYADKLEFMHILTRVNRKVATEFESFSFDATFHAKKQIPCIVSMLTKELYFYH
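Assay system – Procaspase-3 D3A mutant, all three cleavage aspartates alanine · Controls – DMSO-only low control, 5 µM PC-3 D3A high control · Schedule – 1 h compound preincubation, 2 h substrate hydrolysis at 25 °C · Signal – 405 nm absorbance of p-nitroaniline, reads at 0 and 120 min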
AGP1 TOR yeast = yeast TOR pathway AGP1-GFP modulation. AID 2066. S. cerevisiae AGP1-GFP multiplex flow cytometry, 3 h; GFP as percent of DMSO wells. actives 0.02% (n = 320,000). GFP response vs DMSO, % at 10 µM;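 active means GFP response relative to DMSO above a set limit, near screen average plus 3 SD, cut at about 150% in these data; inconclusive means fewer than 70 cells counted for the yeast strain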;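 further: median GFP channel fluorescence of the gated AGP1 strain per well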
RPL19A-GFP yeast = alters RPL19A-GFP fluorescence in TOR pathway yeast screen; S. cerevisiae RPL19A-GFP strain, flow cytometry, 3 h; stronger effect = lower value; percent response vs DMSO, % at 10 µM; actives 0.3% (n = 330,000); AID 2025;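 active means percent response vs DMSO below 50%; inconclusive means fewer than 70 events counted for the yeast strain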;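 further: median channel GFP fluorescence of the barcoded RPL19A-GFP strain; ratio of sample median GFP to plate DMSO average so 100% = DMSO; lower means less RPL19A-GFP as with rapamycin TOR inhibition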
MEP2-GFP yeast = yeast TOR pathway MEP2-GFP modulation. actives 0.51% (n = 330,000). AID 2016. S. cerevisiae MEP2-GFP strain, flow cytometry GFP, 3 h; 100% = DMSO control level. GFP response vs DMSO, % at 10 µM;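 active means GFP response versus DMSO above a set limit, roughly screen mean plus 3 SD, cut at about 180% in these data; inconclusive means fewer than 70 cells counted for a yeast strain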;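 further: median GFP fluorescence of the barcode-gated MEP2-GFP cells per well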
Starred values were filed as active, the others as inactive; ? = inconclusive; nt = no result given; [ ] = remark or other dose.

SMILES	AHR act	LAP4-GFP MLPCN	CIT2 TOR yeast	proCasp7 act	proCasp3 act	AGP1 TOR yeast	RPL19A-GFP yeast	MEP2-GFP yeast
Cc1cc(NC(=O)c2cc(CC(C)C)on2)no1	2	95	110	-5	-3	101	102	101
COc1ccc(CCNC(=O)COC(=O)c2cc(=O)c3ccccc3o2)cc1	1	103	101	-1	-1	104	99	101
Nc1ccc2c(c1)C/C(=C/c1ccco1)C2=O	2	92	85	-10	-15	103	94	96
CC(=O)/C(=N/Nc1ccc(Br)cc1)Sc1cccc2cccnc12	125*	103	100	-6	-1	103	104	102
Cc1onc(-c2c(Cl)cccc2Cl)c1C(=O)c1ccccc1	-1	105	87	-4	13	103	95	97
CC(C)C(=O)Nc1ccc(C(=O)NCc2cccnc2)cc1	16	102	105	0	-5	104	103	102
Cc1ccc(S(=O)(=O)N(C)c2ccc(C(=O)Nc3c(C)n(C)n(-c4ccccc4)c3=O)cc2)cc1	0	116	109	4	3	107	102	101
Oc1ccc(Br)cc1/C=N/N1CCN(Cc2ccccc2)CC1	12	109	105	-15	6	100	95	114
Cc1ccc2nc(SCC(=O)Nc3ccc(F)cc3F)[nH]c2c1	71*	98	98	0	7	92	102	104
O=[N+]([O-])c1cc(S(=O)(=O)N2CCCC2)ccc1NCCCN1CCOCC1	-1	98	103	9	13	102	100	97
Cn1c(N)c(C(=O)COC(=O)c2ccc(F)cc2Cl)c(=O)n(C)c1=O	1	101	97	16	-9	101	98	103
O=C(C1=C[C@@H]2[C@H]3C(=O)N(c4ccccc4)C(=O)[C@H]3[C@@H](C(=O)c3ccc(Cl)cc3)N2C=C1)c1ccccc1	-1	101	100	-5	-6	107	106	108
C/C=C/Cn1c(SC)nc2c1c(=O)[nH]c(=O)n2C	9	104	107	-14	-1	106	98	104
Cc1nnc(SCc2ccccc2)nc1/C=C/NOCc1ccc(Cl)cc1Cl	6	100	96	1	-5	99	98	118
CSc1cccc(NC(=S)N(CCCN2CCC(C)CC2)Cc2cccs2)c1	7	111	113	-12	-4	114	104	107
NNC(=O)[C@H](Cc1ccccc1)NC(=O)NCCc1ccccc1	2	nt	93	-2	-1	102	94	98
COc1ccccc1NC(=O)CCNS(=O)(=O)c1ccc2c(c1)CC(C)N2C(=O)C1CC1 (configuration not stated)	0	98	106	-2	0	99	99	95
CCOC(=O)CCSc1nc(C)c2ccccc2n1	3	107	80	1	-3	96	95	98
O=C(Nc1ccccc1-c1ccccc1)c1ccc(Cl)c([N+](=O)[O-])c1	1	87	100	0	9	94	103	93
CCCCN(C(=O)c1ccc2c(c1)S(=O)(=O)N=C1CCCCCN12)c1c(N)n(CCCC)c(=O)[nH]c1=O	1	107	95	1	7	106	99	101

Next part; the last three above are carried over.
SMILES	AHR act	LAP4-GFP MLPCN	CIT2 TOR yeast	proCasp7 act	proCasp3 act	AGP1 TOR yeast	RPL19A-GFP yeast	MEP2-GFP yeast
CCOC(=O)CCSc1nc(C)c2ccccc2n1	3	107	80	1	-3	96	95	98
O=C(Nc1ccccc1-c1ccccc1)c1ccc(Cl)c([N+](=O)[O-])c1	1	87	100	0	9	94	103	93
CCCCN(C(=O)c1ccc2c(c1)S(=O)(=O)N=C1CCCCCN12)c1c(N)n(CCCC)c(=O)[nH]c1=O	1	107	95	1	7	106	99	101
COc1ccc(CNC(=O)CN(c2ccccc2)S(=O)(=O)N(C)C)cc1	1	98	103	-2	6	101	96	102
COc1ccccc1OCC(=O)Nc1cccc(C(=O)N2CCOCC2)c1	-1	78	81	6	1	88	111	97
Cc1occc1C(=O)N1CCN(S(=O)(=O)c2ccc(F)cc2)CC1	3	101	99	-1	4	106	101	107
Cc1cccc(C)c1OCc1nnc2c3cnn(C)c3ncn12	-2	104	nt	-9	4	98	96	99
CC(=O)c1sc(=S)n(-c2ccc(Cl)cc2)c1C	-1	97	104	3	-1	104	107	102
O=C(Cc1coc2ccc3ccccc3c12)N1CCCC1	34	107	92	-9	0	nt	99	100
COc1cccc(/C=N/c2nc3ccccc3n2C)c1O	3	90	112	0	4	103	109	107
CC(C)(C)c1cc[n+](C2=C([O-])c3ccccc3C(=O)/C2=N\S(=O)(=O)c2ccccc2)cc1	-9	127	104	8	-19	108	98	103
Cc1sc2ncnc(N3CCC(C)CC3)c2c1C	5	94	105	-5	2	98	99	98
Cc1ccc(S(=O)(=O)Nc2nc(CN3CCOCC3)nc3sc(C)c(C)c23)cc1	1	99	98	2	8	108	101	98
CC(C)CNS(=O)(=O)c1ccc(CCC(=O)N2CCN(Cc3ccc4c(c3)OCO4)CC2)cc1	1	100	94	10	6	101	96	109
CCCCC1(C)Nc2ccccc2-c2nc3ccccc3n21 (configuration not stated)	27	93	90	2	8	89	98	91
Cc1nn(Cc2c(F)c(F)c(F)c(F)c2F)c(C)c1NC(=O)c1c([N+](=O)[O-])c(C)nn1C	-2	100	96	10	0	98	98	100
CCCCCCc1ccc(N2C[C@H](CCCCC)[C@@H](CC(=O)NCc3ccccc3)C2=O)cc1	-2	77[may fluoresce red]	83[may fluoresce red]	-3	5	?	?	94[may fluoresce red]
CN1C(=O)CC(N2CCN(CC(N)=O)CC2)C1=O (configuration not stated)	-1	92	105	2	4	96	98	102
O=[n+]1c2c(n([O-])c3cc(F)ccc31)CCCC2	21	99	91	-18	-25	97	101	96
CN(C)c1nc(NCc2ccccc2)nc(SCC(=O)Nc2ccccc2)n1	3	93	95	1	0	103	99	94
CCc1cccc(CC)c1NC(=O)COn1nnc2ccc(C(F)(F)F)cc21	1	93	100	-4	5	96	102	105
COc1ccc2[nH]cc(CCNC(=O)Cc3ccc(F)cc3)c2c1	1	96	105	2	5	104	102	103
C[C@@H]1CN([C@@H](C)CO)C(=O)c2cc(NC(=O)CCN3CCOCC3)ccc2O[C@@H]1CN(C)C(=O)Nc1ccccc1	-1	95	98	11	-1	95	93	102

A draw from above in order of heavy-atom count, ascending.
SMILES	AHR act	LAP4-GFP MLPCN	CIT2 TOR yeast	proCasp7 act	proCasp3 act	AGP1 TOR yeast	RPL19A-GFP yeast	MEP2-GFP yeast
O=[n+]1c2c(n([O-])c3cc(F)ccc31)CCCC2	21	99	91	-18	-25	97	101	96
Cc1sc2ncnc(N3CCC(C)CC3)c2c1C	5	94	105	-5	2	98	99	98
CCOC(=O)CCSc1nc(C)c2ccccc2n1	3	107	80	1	-3	96	95	98
COc1cccc(/C=N/c2nc3ccccc3n2C)c1O	3	90	112	0	4	103	109	107
CCCCC1(C)Nc2ccccc2-c2nc3ccccc3n21 (configuration not stated)	27	93	90	2	8	89	98	91
Cc1cccc(C)c1OCc1nnc2c3cnn(C)c3ncn12	-2	104	nt	-9	4	98	96	99
Cc1occc1C(=O)N1CCN(S(=O)(=O)c2ccc(F)cc2)CC1	3	101	99	-1	4	106	101	107
O=C(Nc1ccccc1-c1ccccc1)c1ccc(Cl)c([N+](=O)[O-])c1	1	87	100	0	9	94	103	93
COc1ccc(CNC(=O)CN(c2ccccc2)S(=O)(=O)N(C)C)cc1	1	98	103	-2	6	101	96	102
COc1ccccc1OCC(=O)Nc1cccc(C(=O)N2CCOCC2)c1	-1	78	81	6	1	88	111	97
CCc1cccc(CC)c1NC(=O)COn1nnc2ccc(C(F)(F)F)cc21	1	93	100	-4	5	96	102	105
Cc1ccc(S(=O)(=O)Nc2nc(CN3CCOCC3)nc3sc(C)c(C)c23)cc1	1	99	98	2	8	108	101	98
Cc1nn(Cc2c(F)c(F)c(F)c(F)c2F)c(C)c1NC(=O)c1c([N+](=O)[O-])c(C)nn1C	-2	100	96	10	0	98	98	100
CC(C)CNS(=O)(=O)c1ccc(CCC(=O)N2CCN(Cc3ccc4c(c3)OCO4)CC2)cc1	1	100	94	10	6	101	96	109
CCCCN(C(=O)c1ccc2c(c1)S(=O)(=O)N=C1CCCCCN12)c1c(N)n(CCCC)c(=O)[nH]c1=O	1	107	95	1	7	106	99	101
C[C@@H]1CN([C@@H](C)CO)C(=O)c2cc(NC(=O)CCN3CCOCC3)ccc2O[C@@H]1CN(C)C(=O)Nc1ccccc1	-1	95	98	11	-1	95	93	102

Other entries follow.
SMILES	AHR act	LAP4-GFP MLPCN	CIT2 TOR yeast	proCasp7 act	proCasp3 act	AGP1 TOR yeast	RPL19A-GFP yeast	MEP2-GFP yeast
CCOC(=O)Cc1csc(NC(=O)C2CCCN(S(=O)(=O)c3cnc[nH]3)C2)n1 (configuration not stated)	0	107	99	4	1	106	104	111
COc1ccc(OC)c(C2=NS(=O)(=O)N(C)C(C(=O)Nc3ccc(C(C)=O)cc3)=C2)c1	3	100	103	1	7	105	99	110
COc1ccc([C@H]2CC(=O)C=C(c3ccc(OC)nc3)C2)cc1	8	96	89	20	7	80	93	91
Cc1noc(NS(=O)(=O)c2ccc(NC(=O)c3ccc(F)cc3)cc2)c1C	0	137	102	4	-2	123	110	118
N#Cc1ccc(-c2nc3cc(Cl)ccc3c(=O)n2O)cc1	2	93	67	7	2	46	82	129
O=S(=O)(Nc1ccc2c(c1)OCCO2)c1ccc(F)cc1	5	107	87	-2	7	96	99	98
COC(=O)c1c(NC(=O)CSc2nnnn2-c2ccc3c(c2)OCO3)sc(C)c1C	7	93	96	3	2	97	100	98
CC(C)CN1C(=O)NC(NC(=O)c2cccs2)(C(F)(F)F)C1=O (configuration not stated)	-1	104	107	-5	3	103	101	106
CC(=O)c1ccc(COC(=O)c2cc3ccccc3oc2=O)cc1	-3	104	92	-4	14	95	100	103
COc1cccc(OCC(O)CN2CCC(C)CC2)c1 (configuration not stated)	3	108	112	6	7	116	nt	115
CNC(=S)NNC(=O)c1sccc1OCc1ccc(Cl)cc1Cl	0	103	98	-3	9	104	97	99
CCc1cc(=O)oc2cc(C)cc(OC(C)C(=O)NCCCN3CCCC3=O)c12 (configuration not stated)	-2	96	104	-4	12	104	104	105
